Source: PubChem
GalR3 antagonist = blocks the human galanin receptor 3 | O60755 | HEK293 GalR3-CNG cAMP membrane potential fluorescence; galR3 body fused to GalR1 C-terminus | inhibition, % at 3 µM | hit rate 0.44% among 360,000;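 active means inhibition above the screen-wide average plus 3 SD, cut at about 13% in these data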;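 further: forskolin and galanin both at EC90 stimulate the cells; cAMP rise reported by CNG channel membrane potential dye signal; 0% = forskolin plus galanin with DMSO and 100% = forskolin alone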
Target sequence (O60755 1-299 limits assumed): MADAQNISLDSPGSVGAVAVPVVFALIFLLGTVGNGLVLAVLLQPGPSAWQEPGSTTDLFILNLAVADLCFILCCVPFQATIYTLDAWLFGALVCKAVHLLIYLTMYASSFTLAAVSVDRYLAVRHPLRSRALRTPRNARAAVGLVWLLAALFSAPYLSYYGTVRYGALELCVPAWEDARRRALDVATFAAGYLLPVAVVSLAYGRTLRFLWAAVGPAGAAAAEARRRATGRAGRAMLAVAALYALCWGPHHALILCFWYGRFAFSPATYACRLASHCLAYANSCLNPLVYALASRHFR
M4 PAM = positive allosteric modulators of human muscarinic M4 receptor | P08173 | activation, % at 3 µM | hit rate 0.4% among 360,000 | CHO-K1 hM4/Gqi5, Fluo-8 calcium fluorescence, ACh EC20; 0% = ACh EC20, 100% = maximal ACh;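 active means activation above its plate's cutoff, the mean activation of sample wells plus 3 SD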; further: some results filed as inactive read as strong as hits
Target sequence (P08173 whole entry, looked up): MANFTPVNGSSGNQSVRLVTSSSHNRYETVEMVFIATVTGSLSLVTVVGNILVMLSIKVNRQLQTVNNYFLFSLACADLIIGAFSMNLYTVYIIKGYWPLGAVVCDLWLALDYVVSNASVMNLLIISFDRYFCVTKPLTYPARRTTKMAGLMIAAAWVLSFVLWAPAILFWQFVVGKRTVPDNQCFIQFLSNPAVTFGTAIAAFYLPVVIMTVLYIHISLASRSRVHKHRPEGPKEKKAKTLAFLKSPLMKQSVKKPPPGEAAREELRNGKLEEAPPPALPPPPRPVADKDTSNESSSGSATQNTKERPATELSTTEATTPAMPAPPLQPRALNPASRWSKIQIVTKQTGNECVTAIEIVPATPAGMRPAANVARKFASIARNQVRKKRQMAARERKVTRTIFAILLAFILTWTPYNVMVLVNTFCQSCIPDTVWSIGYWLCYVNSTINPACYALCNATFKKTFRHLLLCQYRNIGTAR
* marks the source's active call; other numbers are inactive results. An excerpt. The share of hits here may be higher or lower than overall.

SMILES	GalR3 antagonist	M4 PAM
COc1ccc(N2CCN(C(=O)/C=C/[C@H]3O[C@@H](n4ccc(=O)[nH]c4=O)[C@H](O)[C@@H]3O)CC2)cc1	-5.9	4.1
CS(=O)(=O)Nc1ccc(F)cc1	-8.7	-0.8
COC(=O)C1(C(=O)OC)c2ccccc2N(S(=O)(=O)c2ccc(C)cc2)C1CC(=O)c1ccccc1 (stereo unspecified)	-6.4	-6.7
COc1cc(CN2C[C@@H](CO)O[C@@H](n3cnc4c(NC(C)C)ncnc43)C2)cc(OC)c1OC	1.5	-0.7
CC(=O)Nc1ccc(-c2ccnc3c2CC(C)(C(=O)NCc2cccc(Cl)c2)O3)cc1 (stereo unspecified)	-4.2	-1.2
COc1cccc(OC)c1NC(=O)c1ccc(-c2cc(Cl)ccc2Cl)o1	-1.6	-1.7
COc1ccc2c(c1)C(CC(C)=O)N(c1ccc(-c3cnc(OC)nc3)cc1)C(c1ccsc1)=C2 (stereo unspecified)	-4.8	4.8
CCCOc1ccc(F)cc1-c1cc(C(=O)NCc2ccc(F)cc2)[nH]n1	-5.4	-4.1
OC[C@@H]1CN(Cc2ccc3c(c2)OCO3)C[C@H](n2cnc3c(NC4CCCC4)ncnc32)O1	-5.1	-1.9
CCC(C(=O)NC1CCCC1)n1c(-c2cc3ccccc3[nH]2)nc2ccccc21 (stereo unspecified)	-8.3	-0.8
O=C(NC1CCCCC1)C1c2ccccc2OCC(=O)N1Cc1ccccn1 (stereo unspecified)	-5.5	9.0
CCOCCC(=O)Nc1ccc2c(c1)c(=O)n(C)n2-c1ccc2ccccc2c1	-4.8	2.6
COc1ccccc1CNc1nc(NC(C)C)nc2ccsc12	-10.1	-7.7
CC(=O)NC(c1ccccc1)c1nc(-c2ccc(C)c(C)c2)cs1 (stereo unspecified)	-1.6	1.2
COC(=O)C1=COC(OC2OC(CO)C(O)C(O)C2O)C2C(C)CC(=O)C12 (stereo unspecified)	0.1	0.9
CCOc1ccc(-c2cc(C(=O)Nc3ccc(C)c(NS(C)(=O)=O)c3)[nH]n2)c(C)c1	13.8*	-1.3
COCCNC(=O)C1CCCN(C(=O)c2sc(-c3ccccc3)nc2C)CC1 (stereo unspecified)	-4.3	2.3
c1ccc(-c2csc(Nc3ccc4c(c3)OCO4)n2)cc1	-5.4	-6.5
CCc1nc2ccc(C(=O)N(C)Cc3ccco3)cn2c1N(C)CCCc1ccccc1	-9.9	-10.2
Cc1cc(F)ccc1C(O)c1ncc(-c2ccccc2F)[nH]1 (stereo unspecified)	-7.5	7.3
CN1OC[C@@H]2CN(S(=O)(=O)c3cccc4ccccc34)[C@H](c3ccc(N4CCCCC4)cc3)C[C@@H]21	-4.5	-6.0
CC(C)c1cccc(-c2csc(C(C)(O)c3cccc(F)c3)n2)c1 (stereo unspecified)	-6.2	-1.3
C[C@@H]1Cc2[nH][nH]c(=O)c2[C@H](c2ccc(Cl)cc2)O1	-1.8	-0.2
O=S1(=O)N[C@H](Cc2ccccc2)COc2cc(N3CCC[C@@H]3CO)ccc21	-0.2	7.1
COC(=O)c1ccc2nc(C3CCCCC3)c(Cc3cccc(Cl)c3)n2c1	-10.8	-11.2
COC(=O)N1CCCCC1c1cc(C(=O)Nc2ccccc2Cl)no1 (stereo unspecified)	-4.4	6.7
CCCCCCn1cc(CN(C)C2CN(Cc3cn(CCCCCC)nn3)S(=O)(=O)C2)nn1 (stereo unspecified)	-1.6	-4.1
CCCc1c(-c2cccc(Cl)c2)ncn1Cc1cccc(-c2ccccc2)c1	-3.5	-2.7
O=C(Nc1cccc(Cl)c1)c1csc([C@@H]2O[C@H](CO)[C@H](O)[C@H](O)[C@H]2O)n1	-5.6	2.2
O=C1c2ccccc2C(c2nnnn2Cc2ccccc2)N1Cc1ccc2c(c1)OCO2 (stereo unspecified)	0.8	-3.9
COc1ccc(CNC(=O)C[C@@H]2C=C[C@@H](NS(=O)(=O)c3cccc(OC)c3)[C@@H](CO)O2)cc1	-1.6	4.2
COc1ccc(C(=O)Nc2nnc([C@@H]3C[C@H](O)[C@@H](CO)O3)s2)cc1	-3.6	1.6
COCCN1C(=O)CCC1(C)c1nnnn1-c1ccc2ccccc2c1 (stereo unspecified)	-5.0	7.0
CC(C)(C)c1ccc(S(=O)(=O)NC(=O)C2(C)CCN2C(=O)C2CCCCC2)cc1 (stereo unspecified)	-6.5	8.8
Nc1[nH]c(C(=O)c2ccccc2)c(-c2ccncc2)c1C(=O)NC1CC1	0.3	7.0
Cc1c(C(=O)NCc2ccc(F)cc2)sc(=O)n1Cc1ccccc1F	-2.7	-5.3
CC(C)(C)c1ccc(C(=O)N2CCC2(C)C(=O)NS(=O)(=O)c2ccccc2Cl)cc1 (stereo unspecified)	-7.7	8.5
COc1ccc(-c2ccc(C(=O)Nc3cc(OC)c(OC)c(OC)c3)c3occc23)c(C)c1	-7.1	-4.5
CC(=O)c1cccc(-c2ccnc3c2CC(C(=O)NCCc2ccccc2)O3)c1 (stereo unspecified)	-7.0	1.9
O=C(NCCC(F)(F)F)c1cccc2c(-c3ccc(F)c(F)c3)coc12	-4.3	0.9
Cc1cc(N2CCN(C(c3ccnc4ccccc34)c3nnnn3-c3c(C)cccc3C)CC2)c2ccccc2n1 (stereo unspecified)	-7.7	-11.2
N#Cc1cccc(NC(=O)c2cc(C3CCCCN3C(=O)CCCc3ccccc3)on2)c1 (stereo unspecified)	2.1	-12.9
Nc1ccn([C@@H]2O[C@H](C(=O)N3CCSC3)[C@@H](O)[C@H]2O)c(=O)n1	-5.8	-0.4
CCOC(=O)[C@@H](NC(=O)/C=C/[C@H]1O[C@@H](n2ccc(=O)[nH]c2=O)[C@H](O)[C@@H]1O)C(C)C	-4.7	-0.5
COCCNC(=O)C1CCCN(C(=O)c2sccc2C)CC1 (stereo unspecified)	-5.2	3.7
CC1=C(C(=O)N2CCCCCC2)CC(CC(=O)NC2CCCCC2)C(=O)N1CCC1=CCCCC1 (stereo unspecified)	-9.5	1.1
Cc1ccccc1-c1cc2nc(NCCN3CCNC3=O)n(C)c(=O)c2s1	-4.7	5.8
COc1ccc(-c2oc3c(c2C#CC(C)(C)O)C(OC)CCC3)cc1 (stereo unspecified)	-4.0	-0.2
CCCCCNC(=O)c1nc(-c2c(F)cccc2F)oc1-c1ccccc1	-5.8	-4.1
CCOC(=O)[C@]12Cc3c(cc(OC)c(OC)c3OC)[C@H]1N(Cc1ccccc1)C(=O)c1cc(OC)ccc12	-5.8	1.1
O=C(NCc1ccccc1)C1C(c2ccc3c(c2)OCO3)=Nc2ccccc2N1C(=O)c1cccc2ccccc12 (stereo unspecified)	-4.6	0.5
NC(COCc1ccccc1)c1csc(Nc2ncccn2)n1 (stereo unspecified)	-8.1	-0.8
CC(N)c1csc(Nc2nccc(C(F)(F)F)n2)n1 (stereo unspecified)	-6.6	5.5
COc1ccccc1Cc1c(-c2ccc(Cl)cc2)nc2c(C)cc(Br)cn12	-6.0	-7.4
CCOc1ccc(CCN2C(=S)N([C@@H](CC(C)C)CN3CCC[C@@H]3CN3C(=S)NC[C@@H]3Cc3ccccc3)C[C@@H]2Cc2ccc(O)cc2)cc1	-3.9	3.5
O=C1NC[C@H](CCCCN2C[C@H](Cc3ccccc3)N(CCc3ccc(O)cc3)C(=O)C2=O)N(CCc2ccc(O)cc2)C1=O	-5.9	1.3
CCc1ccc2c(c1)NC(=O)C2(C)Cc1ccc(Cl)s1 (stereo unspecified)	-7.4	-0.7
Cc1cccc(C)c1NC(=O)C1C(c2ccc3c(c2)OCO3)=Nc2ccccc2N1C(=O)c1cccc(C(F)(F)F)c1 (stereo unspecified)	-7.4	-5.3
O=C(NCc1ccccc1)c1cc(C2CCCN(S(=O)(=O)c3ccccc3)C2)on1 (stereo unspecified)	-4.4	-3.6
CC(=O)NCCNC(=O)C1Cc2c(-c3ccc4c(c3)OCO4)ccnc2O1 (stereo unspecified)	-7.7	7.0

Taken from the entries so far for reference:
SMILES	GalR3 antagonist	M4 PAM
N#Cc1cccc(NC(=O)c2cc(C3CCCCN3C(=O)CCCc3ccccc3)on2)c1 (stereo unspecified)	2.1	-12.9
Nc1ccn([C@@H]2O[C@H](C(=O)N3CCSC3)[C@@H](O)[C@H]2O)c(=O)n1	-5.8	-0.4
CCOC(=O)[C@@H](NC(=O)/C=C/[C@H]1O[C@@H](n2ccc(=O)[nH]c2=O)[C@H](O)[C@@H]1O)C(C)C	-4.7	-0.5
COCCNC(=O)C1CCCN(C(=O)c2sccc2C)CC1 (stereo unspecified)	-5.2	3.7
CC1=C(C(=O)N2CCCCCC2)CC(CC(=O)NC2CCCCC2)C(=O)N1CCC1=CCCCC1 (stereo unspecified)	-9.5	1.1
Cc1ccccc1-c1cc2nc(NCCN3CCNC3=O)n(C)c(=O)c2s1	-4.7	5.8
COc1ccc(-c2oc3c(c2C#CC(C)(C)O)C(OC)CCC3)cc1 (stereo unspecified)	-4.0	-0.2
CCCCCNC(=O)c1nc(-c2c(F)cccc2F)oc1-c1ccccc1	-5.8	-4.1
CCOC(=O)[C@]12Cc3c(cc(OC)c(OC)c3OC)[C@H]1N(Cc1ccccc1)C(=O)c1cc(OC)ccc12	-5.8	1.1
O=C(NCc1ccccc1)C1C(c2ccc3c(c2)OCO3)=Nc2ccccc2N1C(=O)c1cccc2ccccc12 (stereo unspecified)	-4.6	0.5
NC(COCc1ccccc1)c1csc(Nc2ncccn2)n1 (stereo unspecified)	-8.1	-0.8
CC(N)c1csc(Nc2nccc(C(F)(F)F)n2)n1 (stereo unspecified)	-6.6	5.5

Other entries.
SMILES	GalR3 antagonist	M4 PAM
COc1ccc(C(O)c2nc(-c3cccc(C(F)(F)F)c3)cs2)cc1 (stereo unspecified)	3.1	3.9
COc1cccc(CNC(=O)[C@@H]2CCCN2C(=O)[C@@H]2CCCN2C(=O)c2cccs2)c1	-2.1	0.1
COc1cc(CNc2ncnc3c2ncn3[C@H]2CN(Cc3ccc(Cl)cc3)C[C@@H](CO)O2)cc(OC)c1OC	-2.5	-1.3
Cc1ccc(N2CCN(C(=O)C(=O)c3ccc4c(c3)OCO4)CC2)cc1	-4.7	1.3
CCc1nc2ccc(C(=O)NCc3cccs3)cn2c1N(CCC(C)C)CCN(C)C	-5.9	-1.1
COc1ccc(NC(=O)c2cc(-c3cc(Cl)ccc3C)n[nH]2)cc1OC	3.8	-8.2
O=C(NCc1ccccn1)[C@@H]1CCCN1C(=O)[C@@H]1CCCN1C(=O)c1cccc(Cl)c1	-6.9	3.8
COCc1cccc(-c2csc(C(NC(C)=O)c3cccc(OC)c3)n2)c1 (stereo unspecified)	-5.3	1.5
Cc1noc(C)c1Cn1c(C)c(C(=O)NCc2ccc3c(c2)OCCO3)sc1=O	-2.0	2.4
CN(C)c1ncnc2c1ncn2[C@H]1CN(CCN2CCOCC2)C[C@@H](CO)O1	2.4	0.8
COCCCNC(=O)c1ccc2sc([C@@H]3O[C@H](CO)[C@H](O)[C@H](O)[C@H]3O)nc2c1	-7.5	-1.8
O=c1cc(O)cc2n1CCC2	-5.7	4.8
COC(=O)c1ccc(CNc2ccc(C(C)=O)cc2)cc1	-7.5	-12.6
COc1ccc(CN2C(=O)CSCC2(C)C(=O)NC(C)C)cc1 (stereo unspecified)	-1.9	1.0
CCCCc1ccc(S(=O)(=O)NC(=O)C2(C)CCN2C(=O)c2ccccc2)cc1 (stereo unspecified)	1.2	-1.7
COC(=O)C1(C)CCc2c(ccc3ccccc23)C1=O (stereo unspecified)	-6.6	-8.6
COCCNc1nc(NCCN2CCNC2=O)c2sccc2n1	-4.8	9.1
O=C1NC[C@@H](CCCCN2C[C@H](Cc3ccccc3)N(CCC3CCCCC3)C(=O)C2=O)N(CCc2ccc(O)cc2)C1=O	-7.7	1.2
O=C(NC1CCCCC1)C1c2ccccc2OCC(=O)N1Cc1ccccc1 (stereo unspecified)	0.2	-0.9
O=C1NC[C@H](CCCCN2C[C@H](Cc3ccccc3)N(CCc3ccc(O)cc3)C(=O)C2=O)N(CCC2CCCCC2)C1=O	4.0	1.7
O=C(NCc1cccc(Cl)c1)C1Cc2c(-c3ccccc3Oc3ccccc3)ccnc2O1 (stereo unspecified)	-6.0	4.8
CC(C)(C)C1CCN2CCC[C@](c3ccccc3)(C1)C2OCCCO (stereo partly specified)	-5.8	-3.5
OC[C@@H]1CN(Cc2ccco2)C[C@H](n2cnc3c(NC4CC4)ncnc32)O1	5.4	6.4
Cc1cccc(C)c1NC(=O)C(c1ccccc1)N1CCC(Cc2ccccc2)CC1 (stereo unspecified)	-6.1	-3.4
CCCCCCCCN1C(=O)[C@H](CC(=O)NCc2cccc3ccccc23)C[C@@]2(C(=O)OC)CC(C)(C)CC=C12	-4.4	-3.0
CCC(c1nnnn1-c1ccc2c(c1)OCCO2)N1CCc2ccccc2C1 (stereo unspecified)	-7.1	2.0
O=C(NCc1cccnc1)c1cc(C2CCCN(C(=O)c3cccc(O)c3)C2)on1 (stereo unspecified)	-4.3	3.5
COc1cc(F)ccc1-c1csc(C(C)(O)c2ccc(F)c(F)c2)n1 (stereo unspecified)	-4.8	-4.0
CC(C)N(C)c1ncnc2c1ncn2[C@H]1CN(C2CCCC2)C[C@@H](CO)O1	-6.3	-1.2
O=C(NCc1cccnc1)c1cc(C2CCCN(C(=O)c3cccs3)C2)on1 (stereo unspecified)	-1.3	-0.4
COC(=O)[C@@]1(Cc2ccc(F)cc2)[C@H]2c3cc(C(=O)N4CCCC4)n(C[C@H](O)CO)c3C[C@H]2CN1C(=O)c1ccccc1	0.8	16.3
CCCCn1nnnc1C(c1cc2ccccc2o1)N(CCN(C)C)Cc1ccccc1 (stereo unspecified)	-9.4	-3.9
OC[C@@H]1CN(Cc2ccc(Cl)cc2)C[C@H](n2cnc3c(NC4CCC4)ncnc32)O1	-4.3	3.0
O=C(NCc1ccccc1)C1C(=O)Nc2ccccc2C(=O)N1Cc1ccccc1 (stereo unspecified)	-7.8	1.6
CC(=O)NCCNC(=O)Cn1nnc(-c2ccccc2)c1COc1ccc2ccccc2c1	-7.2	3.4
